CCR6 antag: CCR6 receptor antagonists, primary screen, cell-based, CHO-K1, luminescence, beta-arrestin, uHTS; C-C chemokine receptor type 6 (Homo sapiens), P51684; CHO-K1 CCR6 PathHunter beta-arrestin, CCL20-stimulated; inhibition, % at 20 µM; 0.49% of 340,000 active; AID 493098, 2011;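 active = compounds whose inhibition of the agonist-driven luminescence signal at 20 µM reaches about 50%, limit read from the data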;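 note: cells stimulated with CCL20 at 14 nM final; plate controls were DMSO with CCL20 for no effect and DMSO without agonist for full effect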
CXCR6 inh: CXCR6 receptor inhibitors, primary screen, cell-based, beta-arrestin, luminescence, CHO-K1 PathHunter, 1536-well. C-X-C chemokine receptor type 6 (Homo sapiens), O00574. inhibition, % at 20 µM. 0.36% of 360,000 active; in the data active = inhibition above about 34%, passing the limit was not always enough;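 note: antagonist mode with CXCL16 agonist at 10 nM final; 0% = 10 nM CXCL16 with DMSO and 100% = unstimulated wells without agonist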
Target sequence (O00574 whole entry, looked up): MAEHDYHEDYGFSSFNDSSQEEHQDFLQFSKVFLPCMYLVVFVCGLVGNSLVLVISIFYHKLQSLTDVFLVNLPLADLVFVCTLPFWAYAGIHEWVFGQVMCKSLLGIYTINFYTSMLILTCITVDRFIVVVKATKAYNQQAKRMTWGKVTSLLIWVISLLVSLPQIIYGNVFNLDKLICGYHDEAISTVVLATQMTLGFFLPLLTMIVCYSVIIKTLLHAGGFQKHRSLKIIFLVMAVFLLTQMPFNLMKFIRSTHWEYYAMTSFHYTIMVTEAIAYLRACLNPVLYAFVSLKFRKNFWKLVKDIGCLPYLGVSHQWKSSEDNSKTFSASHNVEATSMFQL
ATG4B inh: ATG4B protease inhibitors, primary screen, biochemical, fluorescence, uHTS; AID 504462, 2011; ATG4B cleavage of LC3-PLA2, NBD-HPC fluorescence, 1 h; inhibition, % at 8.33 µM; Cysteine protease ATG4B (Homo sapiens), Q9Y4P1; 0.51% of 340,000 active; in the data active = inhibition above about 40%
Target sequence (Q9Y4P1 whole entry, looked up): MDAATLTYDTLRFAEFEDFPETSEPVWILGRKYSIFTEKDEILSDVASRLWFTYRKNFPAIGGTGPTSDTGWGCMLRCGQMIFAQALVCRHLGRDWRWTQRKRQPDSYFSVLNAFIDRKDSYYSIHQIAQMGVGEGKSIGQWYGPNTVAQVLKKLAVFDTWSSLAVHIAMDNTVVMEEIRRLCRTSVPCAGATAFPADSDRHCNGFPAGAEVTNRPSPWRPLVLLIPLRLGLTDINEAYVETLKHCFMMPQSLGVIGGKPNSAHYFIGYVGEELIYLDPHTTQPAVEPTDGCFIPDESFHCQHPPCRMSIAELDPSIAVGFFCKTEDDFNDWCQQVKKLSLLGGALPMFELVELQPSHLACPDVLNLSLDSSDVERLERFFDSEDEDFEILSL
UBC13 polyUb: UBC13 polyubiquitin chain formation inhibitors, primary screen, biochemical, TR-FRET, uHTS. inhibition, % at 20 µM. AID 485273, 2010. Ubiquitin-conjugating enzyme E2 N (Homo sapiens), P61088. 0.47% of 330,000 active; in the data active = inhibition above about 45%, passing the limit was not always enough
Target sequence (P61088 whole entry, looked up): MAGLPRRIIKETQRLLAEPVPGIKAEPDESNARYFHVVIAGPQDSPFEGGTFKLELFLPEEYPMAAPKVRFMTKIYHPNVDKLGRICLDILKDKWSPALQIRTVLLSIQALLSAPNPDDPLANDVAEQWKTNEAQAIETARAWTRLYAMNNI
APJ antag: antagonists of human apelin receptor APJ, primary screen, CHO-K1 cells, beta-arrestin complementation, luminescence. P35414. inhibition, % at 20 µM. 0.32% of 330,000 active. AID 2521, 2010;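 active = inhibition above about 40% at 20 µM, limit read from the data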;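 note: cells challenged with 10 nM apelin-13 agonist together with compound; plate controls were apelin-13 plus DMSO wells for no effect and DMSO wells lacking apelin-13 for full effect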
APJ agonist: agonists of human apelin receptor APJ, primary screen, CHO-K1 cells, PathHunter beta-arrestin, luminescence | P35414 | activation, % at 20 µM | AID 2520, 2010 | 0% DMSO wells, 100% apelin | 0.11% of 330,000 active;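 active = activation more than six SD over the plate average, tested at 20 µM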;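 note: 0% = DMSO alone and 100% = apelin-13 at 10 nM; some results filed as inactive read as strong as hits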
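Incubation: overnight seeding, 90 min compound at 25 °C, 1 h detection; test system: PathHunter CHO-K1 APJ (AGTRL-1) beta-arrestin reporter cells; amount: 1000 cells/well; doses: one dose, 20 µM compound, 1% DMSO; measured by: beta-gal luminescence; measure: agonist-driven arrestin binding to APJ; benchmarks: negative DMSO alone, positive Apelin-13 at 10 nM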
EBI2 antag: EBI2 receptor antagonists, beta-arrestin recruitment, primary screen, cell-based, luminescence, 7a,25-OHC stimulation, uHTS | 0.81% of 360,000 active | inhibition, % at 5 µM | G-protein coupled receptor 183 (Homo sapiens), P32249 | 7a,25-OHC stimulated; in the data active = inhibition above about 38%;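 note: enzyme fragment complementation signal reports receptor beta-arrestin coupling in cells; 0% = agonist plus DMSO wells and 100% = wells without agonist; some results beyond the cut were filed as inactive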
Gli-Sufu antag: Gli-Sufu pathway antagonists, primary screen, luciferase luminescence, Sufu-KO-LIGHT cells, uHTS | Sufu-KO-LIGHT fibroblasts, Gli luciferase reporter luminescence | inhibition, % at 5 µM | 0.74% of 340,000 active | AID 588413, 2011;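 active = inhibition above about 55%, limit read from the data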;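 note: 0% = DMSO-treated cells and 100% = wells with medium but no cells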
Numbers without * were called inactive; . = no result given.

SMILES | CCR6 antag | CXCR6 inh | ATG4B inh | UBC13 polyUb | APJ antag | APJ agonist | EBI2 antag | Gli-Sufu antag
CCCCN(C(=O)c1cccc(C)c1)c1c(N)n(CCC)c(=O)[nH]c1=O | 9 | 2 | 0 | -1 | 10 | 1 | 8 | -6
CCCCCCCCCCCCS(=O)(=O)CCC(=O)O | 5 | 7 | 2 | -6 | 13 | -4 | -15 | 10
Cc1cc(Cn2nc(-c3ccccc3)cc2C(=O)NCc2cccs2)on1 | 10 | 7 | -11 | 6 | 11 | 5 | 1 | 1
CC12CCC(C(=O)Nc3ncc([N+](=O)[O-])s3)(OC1=O)C2(C)C (stereo not drawn) | 7 | 15 | 0 | 2 | 27 | -4 | -6 | 16
CC1CCCC(C)N1S(=O)(=O)c1ccc(NC(=O)CCn2cnc3ccccc3c2=O)cc1 (stereo not drawn) | -9 | 0 | -9 | 13 | -14 | -2 | -6 | 7
O=C(Nc1cccc(C(F)(F)F)c1)c1n[nH]c(Cn2cncn2)n1 | -10 | 2 | -6 | -6 | -11 | -5 | -1 | 7
CCCn1c(=S)[nH]c2cc(C(=O)NCC3CCCO3)ccc2c1=O (stereo not drawn) | 14 | 1 | -4 | 10 | 12 | -3 | -3 | 17
O=C(NNc1ncc(C(F)(F)F)cc1Cl)c1c(Cl)cccc1Cl | 22 | 18 | -3 | -1 | 40 | -8 | 6 | -10
COc1ccc(-c2cn3c(C)c(C(=O)Nc4cccc(NC(C)=O)c4)sc3n2)cc1 | 6 | -10 | -25 | 8 | -31 | 17* | 41 | 3
C[C@H](CO)N1C[C@H](C)[C@@H](CN(C)Cc2ccc(C(=O)O)cc2)Oc2c(NS(=O)(=O)c3cn(C)cn3)cccc2C1=O | 7 | -2 | 0 | -14 | 2 | -1 | 1 | -1
COc1ccc(Cc2nc(N)nc(N)n2)cc1 | -8 | -2 | -2 | -2 | 5 | -2 | 0 | -13
CCN(CC)CC(O)Cn1c2ccccc2c2ccccc21 (stereo not drawn) | 2 | 0 | -1 | 2 | -19 | -1 | 6 | 0
Cc1cc(/C=C2/SC(=O)N(CC(=O)N3CCCC3)C2=O)c(C)n1C | 13 | -2 | -5 | -4 | 4 | -2 | 7 | 13
N#Cc1c(N)nc2c(c1-c1ccc(F)cc1)c(=O)nc1sccn12 | 1 | -4 | -4 | 6 | -1 | 2 | -2 | -6
COc1ccc(-c2[nH]ncc2CNC(C)c2cn(C)nc2C)c(F)c1 (stereo not drawn) | -1 | -2 | 9 | 5 | -1 | -1 | 1 | 5

Next part (5 carried over from the part before).
SMILES | CCR6 antag | CXCR6 inh | ATG4B inh | UBC13 polyUb | APJ antag | APJ agonist | EBI2 antag | Gli-Sufu antag
COc1ccc(Cc2nc(N)nc(N)n2)cc1 | -8 | -2 | -2 | -2 | 5 | -2 | 0 | -13
CCN(CC)CC(O)Cn1c2ccccc2c2ccccc21 (stereo not drawn) | 2 | 0 | -1 | 2 | -19 | -1 | 6 | 0
Cc1cc(/C=C2/SC(=O)N(CC(=O)N3CCCC3)C2=O)c(C)n1C | 13 | -2 | -5 | -4 | 4 | -2 | 7 | 13
N#Cc1c(N)nc2c(c1-c1ccc(F)cc1)c(=O)nc1sccn12 | 1 | -4 | -4 | 6 | -1 | 2 | -2 | -6
COc1ccc(-c2[nH]ncc2CNC(C)c2cn(C)nc2C)c(F)c1 (stereo not drawn) | -1 | -2 | 9 | 5 | -1 | -1 | 1 | 5
CC(C)C(O)(C#CCN1CCCCCC1)c1ccccc1 (stereo not drawn) | 10 | 4 | -10 | -1 | -9 | -4 | -9 | 9
CCN(CC(=O)Nc1ccc2c(c1)OCCO2)C(=O)c1ccc(S(=O)(=O)N(C)C)cc1 | 10 | -5 | 7 | -12 | -1 | 2 | 1 | -8
COc1ccc(N(CCC(=O)NCCc2ccccc2)S(=O)(=O)c2ccc(C)cc2C)cc1 | 26 | 3 | -1 | 36 | 11 | -3 | 9 | -32
COc1ccc(CNC(=O)C(CCSC)NC(=O)c2ccco2)cc1 (stereo not drawn) | -10 | -4 | -11 | -6 | 9 | -2 | -13 | 0
Cc1cccc(C)c1NC(=O)CSc1nc(-c2ccco2)cc(C(F)(F)F)n1 | 3 | 7 | 12 | -11 | 13 | 1 | 4 | 0
COc1ccc(CCC(=O)Nc2ccc(S(=O)(=O)Nc3ncccn3)cc2)cc1 | 3 | 7 | -11 | 7 | -13 | -6 | -3 | -6
Nc1c(C(=O)Nc2ccc(F)cc2)nnn1-c1cccc(C(F)(F)F)c1 | 10 | 3 | 4 | 3 | 6 | 0 | 3 | -24
O=C(N=C1SC2CS(=O)(=O)CC2N1c1ccc(F)cc1)C1CCCCC1 (stereo not drawn) | 1 | -4 | -1 | 0 | 3 | 2 | -8 | -20
CCOc1ccc(CCNC(=O)CS(=O)(=O)Cc2nc(-c3cccc(OC)c3)oc2C)cc1 | 23 | 1 | -1 | 3 | -10 | 6 | 14 | 23
O=C(CSc1cccc[n+]1[O-])Nc1ccccc1C(F)(F)F | 13 | -1 | 1 | 18 | 5 | 1 | -3 | 4
CCCCN1CN(Cc2ccco2)CNC1=S | -9 | 2 | 3 | 5 | 11 | -4 | -6 | 1
O=C(Cn1nnc(-c2ccc(NC(=O)c3ccccc3F)cc2)n1)NCc1ccc(F)cc1 | 6 | -5 | 6 | 0 | -3 | -1 | 3 | -31
C=CCNC(=O)c1ccc2c(=O)n(CCCN3CCCC3=O)c(=S)[nH]c2c1 | 0 | -2 | 2 | 6 | -1 | -3 | 6 | 14
Cc1ncc(CN2CCCC(C(=O)Nc3ccc(-c4cccc(F)c4)cc3)C2)s1 (stereo not drawn) | 5 | -3 | -8 | -2 | -9 | 17 | -19 | 24
CC(=O)Nc1ccc(S(=O)(=O)N(C)CC(=O)NC2=NCCS2)cc1 | -13 | 4 | -1 | 8 | 18 | -3 | -5 | -1
COc1ccc(CNC(=O)COC(=O)CCOc2ccccc2)cc1 | -10 | -8 | -2 | 4 | 0 | -3 | 2 | 6
CCOCCCNC(=O)/C(C#N)=C/c1cc(Br)c(O)c(Br)c1 | 15 | 6 | 7 | . | . | . | -5 | -12
CCC(C(=O)NCc1cccnc1)n1nc(C)n2c(cc3occc32)c1=O (stereo not drawn) | 10 | -4 | -2 | -1 | 15 | 5 | -2 | -6
O=C(Cn1c(=O)oc2ccc(Cl)cc21)Nc1ccon1 | -4 | 6 | 1 | 8 | 7 | 2 | -7 | 2
CCCCNC(=O)[C@@](CC)(ONc1ccccc1C(F)(F)F)c1cccc2ccccc12 | 1 | -6 | -1 | -11 | -2 | 5 | -23 | 2
CCCNC(=O)CCc1c(C)nc2c(c(C)nn2-c2ccc(C)cc2)c1C | 11 | 5 | -1 | 20 | -23 | -3 | 8 | -10
Cc1cc(F)ccc1NC(=S)NC1CCCC1 | 0 | 3 | -6 | 1 | 24 | 0 | -11 | 3
O=C(Cn1nc(-c2ccccc2)c2ccccc2c1=O)NN1CCOCC1 | 1 | 6 | 10 | 2 | -1 | -4 | -7 | 2
Cc1cc(C)nc(SCc2nnc(SCC(=O)Nc3ccc(Cl)c(C(F)(F)F)c3)o2)n1 | 9 | -4 | -11 | 3 | 2 | 0 | 2 | -2
CC(=O)Nc1ccc(OC(=O)Oc2ccc(NC(C)=O)cc2)cc1 | 0 | -1 | -6 | -1 | 11 | -3 | -4 | -2
COc1cccc(N2CC(C(=O)Nc3nnc(SCCN4CCOCC4)s3)CC2=O)c1 (stereo not drawn) | 1 | 3 | -3 | 4 | 18 | 2 | -2 | 2
O=C(CSc1ccc(-c2cccnc2)nn1)Nc1ccc(Br)cc1 | -1 | -6 | -8 | -4 | -52 | 5 | 0 | 4
CC(C)c1cccc(C(C)C)c1NC(=O)COC(=O)C1CCC1 | 2 | 5 | -2 | -4 | -5 | 13 | -9 | 11
O=C(/C=C/c1ccccc1)Nc1nnc(-c2ccco2)o1 | -4 | -2 | -11 | 1 | -12 | 5 | 5 | -25
Cn1c(-c2ccc(=O)[nH]c2)nc2ccccc21 | 12 | 11 | -3 | 0 | -3 | 1 | -2 | 6
COc1ccc(C(=O)Nc2cccc(C(=O)O)c2)cc1S(=O)(=O)N1CCCC1 | -6 | 6 | 4 | 5 | -2 | 0 | -3 | -3
COc1nc(C)ccc1-c1noc(-c2cccs2)n1 | 5 | 3 | -5 | 1 | 19 | 1 | 1 | -77
O=C(CCc1ccccc1)NNC(=O)C1CCCCC1 | 0 | 10 | -13 | -8 | -6 | 0 | -3 | -6
Cc1cccc(C(C)C)c1NC(=O)COC(=O)COc1ccc2c(C)cc(=O)oc2c1 | -1 | 5 | 6 | 7 | 16 | 1 | -3 | -2
CN(NC(=O)Nc1ccccc1)c1cnn(C)c(=O)c1Cl | -14 | 9 | 2 | -5 | 17 | -3 | -17 | -39
COC(=O)c1ccc(CSc2nnnn2-c2ccc(C)cc2C)o1 | 19 | -5 | 1 | 2 | 15 | -3 | -7 | -1
CCN1C(=O)[C@H]2[C@H]3CN=C(SC)N3[C@@](Cc3ccccc3)(C(=O)OC)[C@H]2C1=O | 14 | -2 | -3 | . | . | . | -6 | 4
NC1=C(c2ccccc2)C(=O)NC1=O | 3 | -10 | 0 | -11 | 10 | 1 | 1 | 6
O=C(COC(=O)c1ccccc1)c1ccc2c(c1)OCCO2 | 14 | -7 | -4 | 0 | 20 | 0 | 13 | -20
Cc1nc(SCc2cccnc2)[nH]c(=O)c1C | 3 | -8 | -10 | -2 | -16 | -4 | 7 | 5
COCc1ccc(C(=O)N2CCCC(Nc3ccc(C(C)C)cc3)C2)s1 (stereo not drawn) | 16 | -4 | 72* | 1 | 4 | -8 | 12 | -6
COc1ccc(-n2nc3c(N4CCC(C(=O)NCc5cccc(C)c5)CC4)nnc(C)c3c2C)cc1 | 7 | -8 | 28 | 16 | -20 | 9 | 7 | 74*
Cc1cc(C(=O)NCCc2ccc(Cl)cc2)c2ccccc2n1 | 13 | -11 | -11 | 4 | 9 | -2 | 9 | -12
COc1ccc(Cl)cc1NS(=O)(=O)c1cccc(C(=O)NC2CC2)c1 | 4 | 15 | -7 | 9 | 17 | -3 | -4 | 2
Cc1ccc(C)c(S(=O)(=O)N2CCCC2CNC(=O)C(=O)NCCN2CCOCC2)c1 (stereo not drawn) | 9 | -4 | 2 | 0 | 19 | -3 | 1 | -4
c1ccc(C2CC(c3cccs3)=NN2c2ccccc2)cc1 (stereo not drawn) | 8 | -10 | -1 | 17 | -15 | -2 | 2 | -1
CS(=O)(=O)c1ccc(Cl)c(NC(=O)CNC(=O)c2ccc3c(c2)OCO3)c1 | 3 | 4 | 6 | 7 | 3 | -2 | -1 | 5
O=C1CCCC/C=C\C[C@H](CC(=O)N(CCO)Cc2ccccc2)C(=O)N[C@@H](Cc2ccccc2)CO1 | 14 | 19 | -10 | 17 | 14 | -3 | -5 | 9
O=S(=O)(Nc1ccc(S(=O)(=O)N2CCOCC2)cc1)c1ccc(Br)cc1 | 11 | -1 | -6 | 1 | 9 | -3 | -4 | -6
CCCCOC(=O)CCc1c(C)[nH]c(=O)c(C#N)c1C | 15 | 0 | 4 | 3 | 1 | -2 | -7 | 3
O=C(/C=C/c1ccco1)Nc1ccc2nc3n(c(=O)c2c1)CCCC3 | 14 | -10 | -11 | -18 | 4 | -2 | -3 | 22
